inhibitors of VEEV – inhibitors of VEEV TC-83 cytopathic effect, confirmation, Vero cells (AID 588727); Vero cells, VEEV TC-83 cytopathic effect inhibition; higher % means a stronger effect; inhibition, % at 20 µM, or IC50 in µM where a hit was titrated; 350,000 compounds, 0.13% hits; in the data active = a potency from the dose series; inconclusive = inhibition mostly from about 14% at the one dose, without a potency; inactive = the rest, 99 in 100 with inhibition below about 12%; also: strong numbers were not always called active
M. tuberculosis – growth inhibition of non-replicating M. tuberculosis (AID 488890) | Mycobacterium tuberculosis non-replicating, growth inhibition; higher % means a stronger effect | one-dose inhibition, % at 25 µM; IC50 in µM for titrated hits | 320,000 compounds, 0.39% hits; in the data active = a potency from the dose series; inconclusive = inhibition mostly from about 82% at the one dose, without a potency; inactive = the rest, 99 in 100 with inhibition below about 76%;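 also: plate controls were DMSO cells for no effect and high antibiotic wells for full effect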
H1N1 NS1A inhibition – NS1A inhibition, H1N1 influenza, cell based functional assay (AID 504329) | NS1A functional cell-based assay, percent inhibition; higher % means a stronger effect | one-dose inhibition, % at 12.5 µM; IC50 in µM for titrated hits | 340,000 compounds, 0.3% hits; in the data active = a potency from the dose series; inconclusive = inhibition above about 27% without an active follow-up result; also: strong numbers were not always called active
Salmonella PhoP GFP – PhoP regulon inhibitors, Salmonella typhi PhoP promoter GFP reporter, confirmatory (AID 1850). Salmonella Typhi PhoP-promoter GFP reporter, fluorescence, 4 h; higher % means a stronger effect. inhibition, % at 50 µM, or IC50 in µM where a hit was titrated. 310,000 compounds, 0.33% hits; in the data active = a potency from the dose series; inconclusive = inhibition mostly from about 25% at the one dose, without a potency; inactive = the rest, 99 in 100 with inhibition below about 19%;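 also: 0% = induced wells with vehicle and 100% = uninduced wells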
M. tuberculosis HTS – M. tuberculosis growth inhibition, HTS (AID 449762); M. tuberculosis H37Rv growth inhibition, 7H9 media; higher % means a stronger effect; one-dose inhibition, % at 25 µM; IC50 in µM for titrated hits; 330,000 compounds, 0.59% hits; in the data active = a potency from the dose series; inconclusive = inhibition above about 70% without an active follow-up result;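 also: bacterial growth assessed after seven days of incubation; strong numbers were not always called active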
inhibitors of VEEV 10K pilot screen – further read-out of inhibitors of VEEV, marked with its call; inhibition, %; measured here: 10K pilot screen inhibition
* = called active by the depositor; i = inactive; ? = inconclusive; nt = not tested or not shown.

SMILES	inhibitors of VEEV	M. tuberculosis	H1N1 NS1A inhibition	Salmonella PhoP GFP	M. tuberculosis HTS	others
Cc1ccc(NC(=O)c2ccc(OC(F)(F)F)cc2)cc1S(=O)(=O)N(C)C	0.2%	48%	-5%	-4%	9%
Cc1ccc2nc3n(c(=O)c2c1)-c1cc(Cl)ccc1C(=O)NC3Cc1ccc(O)cc1 (centres undefined)	nt	12%	nt	nt	-1%
Cc1ccccc1NC(=S)NCc1ccc2c(c1)cc(C)n2C	6.8%	?	18%	-3%	-1%
O=C(Cn1c(-c2ccccc2Cl)nc2ccccc21)Nc1cccc(Cl)c1	0.4%	17%	0%	-6%	-8%
CCOC(=O)N1CCN(C(=O)COc2ccc3ccccc3c2Br)CC1	3.9%	23%	-6%	-9%	5%
CC(C)(C)c1ccc(C(=O)Nc2ccc3c(c2)C(=O)NC3=O)cc1	2.9%	-1%	-6%	nt	-4%
Cc1cc2oc(=O)cc(CSc3nnc(-c4cccs4)o3)c2cc1C(C)C	3.5%	35%	13%	-3%	nt
CCCCn1c(N)c(N(CCOC)C(=O)c2cc(CC)c(C)s2)c(=O)[nH]c1=O	2.9%	17%	-2%	-10%	4%
O=C(NNC(=O)C1CCN(Cc2ccccc2)CC1)c1cccs1	1.3%	1%	-1%	-1%	2%
c1ccc(-c2nnc(SCc3nc4ccccc4[nH]3)n2Cc2ccco2)cc1	2.1%	13%	10%	0%	3%
O=C(c1ccc(S(=O)(=O)Nc2ccccc2)cc1)N1CCCC(C(F)(F)F)C1 (centres undefined)	0.8%	2%	-9%	-6%	1%
Cc1onc(-c2ccccc2)c1C(=O)N1CCC(C)CC1	1.6%	-3%	0%	5%	7%

A run of entries taken from the entries so far, for reference:
SMILES	inhibitors of VEEV	M. tuberculosis	H1N1 NS1A inhibition	Salmonella PhoP GFP	M. tuberculosis HTS	others
O=C(c1ccc(S(=O)(=O)Nc2ccccc2)cc1)N1CCCC(C(F)(F)F)C1 (centres undefined)	0.8%	2%	-9%	-6%	1%
Cc1onc(-c2ccccc2)c1C(=O)N1CCC(C)CC1	1.6%	-3%	0%	5%	7%

(list continues)
SMILES	inhibitors of VEEV	M. tuberculosis	H1N1 NS1A inhibition	Salmonella PhoP GFP	M. tuberculosis HTS	others
C#CCOc1nc2c(c(=O)n(C)c(=O)n2C)n1Cc1ccccc1	1.0%	25%	-3%	4%	3%
CC(OC(=O)c1cccc(N2C(=O)c3ccccc3C2=O)c1)C(=O)Nc1ccc(N(C)C)cc1 (centres undefined)	2.3%	-1%	4%	4%	-8%
Cc1ccc2cccc(OCC(=O)N3CC(C)CC(C)C3)c2n1 (centres undefined)	0.5%	8%	-10%	-7%	-13%
Cc1ccc(CNC(=O)CCc2ccc(S(=O)(=O)NCC(C)C)cc2)cc1	1.0%	20%	-9%	-22%	4%
NC(=O)COC(=O)/C=C/c1ccc(S(=O)(=O)N2CCCCCC2)cc1	i	46%	5%	-9%	-5%
c1ccc(CSc2ncnc3c2sc2nc(N4CCOCC4)c4c(c23)CCCC4)cc1	4.4%	-1%	12%	-4%	9%
O=C(O)CNS(=O)(=O)/C=C/c1ccccc1	2.4%	-16%	4%	5%	-3%
CCCCc1nc2cc(C(=O)N3CCCC3)ccc2o1	2.5%	10%	-1%	4%	-6%
O=C1CCC[C@@H]2[C@H]3CCC[N+]4([O-])CCC[C@@H](CN12)[C@@H]34 (some centres undefined)	i	-8%	17%	6%	-3%
Nc1nc(SCC(=O)N2CCCc3ccccc32)[nH]c(=O)c1-c1ccccc1	1.2%	16%	-4%	6%	5%
CCn1ncc(Br)c1C(=O)Nc1sc2c(c1C(=O)OC)CCC2	1.2%	8%	-16%	-16%	2%
CCN1CCN(C(=O)c2ccc(Sc3ccccc3Cl)c([N+](=O)[O-])c2)CC1	i	12%	7%	-3%	2%
COc1ccc(N2CC(C(=O)N[C@H](C(=O)NC3CCCCC3)C(C)C)CC2=O)cc1 (some centres undefined)	0.9%	-5%	-6%	5%	-3%
COc1ccc(S(=O)(=O)N2CCC(C(=O)N[C@H](C(=O)NCc3ccco3)C(C)C)CC2)cc1	i	9%	19%	-15%	-1%
Cc1cc(C)nc(N2CCN(c3nnnn3-c3ccccc3)CC2)n1	0.1%	-4%	5%	8%	-4%
Cc1c(C(=O)N2CCOCC2)c(S(=O)(=O)Nc2ccccc2)c(C)n1C	0.5%	-4%	4%	-10%	-7%
CC(=O)ON1C(C)(C)Cc2noc(N)c2C1(C)C	0.6%	-11%	7%	-1%	-3%
CCCCNc1nc(N)ncc1[N+](=O)[O-]	0.3%	20%	-2%	6%	6%
COc1ccc(/C=C/C(=O)N(CC(C)C)C2CCS(=O)(=O)C2)cc1 (centres undefined)	3.7%	-1%	-5%	-6%	4%
COc1ccc(-n2c(CCc3ccccc3)nnc2SCC(=O)NCc2ccccc2)cc1	2.0%	11%	19%	6%	-2%	inhibitors of VEEV 10K pilot screen=0.5
CN1C(=O)/C(=N/OC(=O)c2ccccc2Br)c2ccccc21	0.6%	24%	-9%	-4%	1%
CN(c1cccc(NC(=O)c2ccc(C(C)(C)C)cc2)c1)S(C)(=O)=O	8.3%	15%	-2%	6%	-1%
C[C@H](NC(=O)NCc1ccc(F)cc1)C(=O)O	0.9%	-7%	15%	1%	-1%
S=C1SCN(Cc2cccnc2)CN1Cc1ccccc1	0.8%	i	-4%	9%	?
COc1ccccc1N1CCN(C(=O)C(C)NC(=O)c2ccco2)CC1 (centres undefined)	1.4%	2%	-14%	nt	1%
Cc1c(NC(=O)CN2c3cccc4cccc(c34)S2(=O)=O)c(=O)n(-c2ccccc2)n1C	1.5%	-12%	-7%	-11%	-2%
C=CCn1c(CCC(=O)Nc2ccc(C)c(Cl)c2)nnc1SCC(=O)Nc1ccccc1C	i	19%	-2%	3%	2%
CCCc1cc(=O)n2[nH]c(NCc3cccs3)nc2n1	5.0%	12%	9%	-16%	nt
CC(C)C(=O)NC(c1ccccc1)c1cc([N+](=O)[O-])c2cccnc2c1O (centres undefined)	11%	11%	3%	-6%	0%
CN1CCN(c2nc(N)cc(=O)[nH]2)CC1	0.9%	0%	5%	-12%	-3%
CCCCNC(=S)N(C)N=C1CCC(c2ccccc2)CC1 (centres undefined)	0.3%	11%	3%	17%	1%
Cc1cc(C(=O)Nc2c(C)n(C)n(-c3ccccc3)c2=O)c2ccccc2n1	0.7%	-4%	11%	-7%	-10%
CC(C)(O)C#Cc1ccc(C(=O)NCc2ccccc2)s1	2.0%	70%	-6%	-1%	-5%
Cn1cc(CN2CCCC(C(=O)Nc3ccc(-c4cccc(F)c4)cc3)C2)cn1 (centres undefined)	23µM*	41%	1%	-5%	9%
COc1ccc(OCC(=O)NNC(=O)c2cccs2)cc1	0.8%	?	-17%	-5%	2%
CCC(CC)n1[nH]c(=O)cc1N	0.4%	5%	-1%	0%	-5%

Not a retest: entries from further up.
SMILES	inhibitors of VEEV	M. tuberculosis	H1N1 NS1A inhibition	Salmonella PhoP GFP	M. tuberculosis HTS	others
COc1ccc(N2CC(C(=O)N[C@H](C(=O)NC3CCCCC3)C(C)C)CC2=O)cc1 (some centres undefined)	0.9%	-5%	-6%	5%	-3%
COc1ccc(S(=O)(=O)N2CCC(C(=O)N[C@H](C(=O)NCc3ccco3)C(C)C)CC2)cc1	i	9%	19%	-15%	-1%
Cc1cc(C)nc(N2CCN(c3nnnn3-c3ccccc3)CC2)n1	0.1%	-4%	5%	8%	-4%
Cc1c(C(=O)N2CCOCC2)c(S(=O)(=O)Nc2ccccc2)c(C)n1C	0.5%	-4%	4%	-10%	-7%
CC(=O)ON1C(C)(C)Cc2noc(N)c2C1(C)C	0.6%	-11%	7%	-1%	-3%
CCCCNc1nc(N)ncc1[N+](=O)[O-]	0.3%	20%	-2%	6%	6%
COc1ccc(/C=C/C(=O)N(CC(C)C)C2CCS(=O)(=O)C2)cc1 (centres undefined)	3.7%	-1%	-5%	-6%	4%
COc1ccc(-n2c(CCc3ccccc3)nnc2SCC(=O)NCc2ccccc2)cc1	2.0%	11%	19%	6%	-2%	inhibitors of VEEV 10K pilot screen=0.5
CN1C(=O)/C(=N/OC(=O)c2ccccc2Br)c2ccccc21	0.6%	24%	-9%	-4%	1%
CN(c1cccc(NC(=O)c2ccc(C(C)(C)C)cc2)c1)S(C)(=O)=O	8.3%	15%	-2%	6%	-1%
C[C@H](NC(=O)NCc1ccc(F)cc1)C(=O)O	0.9%	-7%	15%	1%	-1%
S=C1SCN(Cc2cccnc2)CN1Cc1ccccc1	0.8%	i	-4%	9%	?
COc1ccccc1N1CCN(C(=O)C(C)NC(=O)c2ccco2)CC1 (centres undefined)	1.4%	2%	-14%	nt	1%
Cc1c(NC(=O)CN2c3cccc4cccc(c34)S2(=O)=O)c(=O)n(-c2ccccc2)n1C	1.5%	-12%	-7%	-11%	-2%
C=CCn1c(CCC(=O)Nc2ccc(C)c(Cl)c2)nnc1SCC(=O)Nc1ccccc1C	i	19%	-2%	3%	2%
CCCc1cc(=O)n2[nH]c(NCc3cccs3)nc2n1	5.0%	12%	9%	-16%	nt
CC(C)C(=O)NC(c1ccccc1)c1cc([N+](=O)[O-])c2cccnc2c1O (centres undefined)	11%	11%	3%	-6%	0%
CN1CCN(c2nc(N)cc(=O)[nH]2)CC1	0.9%	0%	5%	-12%	-3%
CCCCNC(=S)N(C)N=C1CCC(c2ccccc2)CC1 (centres undefined)	0.3%	11%	3%	17%	1%
Cc1cc(C(=O)Nc2c(C)n(C)n(-c3ccccc3)c2=O)c2ccccc2n1	0.7%	-4%	11%	-7%	-10%
CC(C)(O)C#Cc1ccc(C(=O)NCc2ccccc2)s1	2.0%	70%	-6%	-1%	-5%

More records.
SMILES	inhibitors of VEEV	M. tuberculosis	H1N1 NS1A inhibition	Salmonella PhoP GFP	M. tuberculosis HTS	others
Cc1ccc(-c2[nH][nH]c(=O)c(=O)c2N=Nc2ccccc2)cc1	0.9%	68%	-12%	17%	34%
CCN1CCN(C(=O)CN(CCc2ccccc2)S(C)(=O)=O)CC1	0.2%	-4%	-7%	-11%	2%
COc1ccc2[nH]c(C(=O)N3CCc4ccccc4C3)c(C)c2c1	0.2%	22%	-2%	-9%	4%
CN(CC(=O)Nc1ccc(F)c(F)c1)S(=O)(=O)c1cccc2cccnc12	1.0%	nt	1%	12%	0%
Cc1ccnc(NC(=O)c2ccc(OCC3CCCO3)cc2)c1 (centres undefined)	1.7%	17%	-11%	-4%	2%
CC1CCN(CCCN2C(=O)C3C(C(=O)Nc4cccc(Cl)c4)C4C=CC3(O4)C2C(=O)NC2CCCCC2)CC1 (centres undefined)	0.3%	24%	-6%	-17%	-12%
COc1ccc(CCNC(=O)c2cccc(S(=O)(=O)N3CCOCC3)c2)cc1OC	0.5%	nt	-8%	nt	7%
CCc1nc(SCC(N)=O)c2c(=O)n(C)c(=O)n(C)c2n1	1.8%	-12%	0%	-6%	-4%
CC(C)(O)[C@@H]1CC[C@@](C)(C2CC[C@]3(C)C2[C@H](O)CC2[C@@]4(C)CC[C@H](O)C(C)(C)C4[C@@H](O[C@H]4O[C@@H](CO)[C@H](O)[C@@H](O)[C@@H]4O[C@@H]4O[C@H](CO)[C@@H](O)[C@H](O)[C@H]4O)C[C@]23C)O1 (stereo in doubt)	0.2%	2%	-5%	nt	0%	inhibitors of VEEV 10K pilot screen=0.6
Cc1ccc(OCC(O)Cn2c(=N)n(Cc3ccccc3)c3ccccc32)cc1 (centres undefined)	i	?	8%	-19%	?
O=c1[nH]cnc(O)c1C(c1ccc2c(c1)OCO2)c1c(O)nc[nH]c1=O	0.5%	16%	-7%	0%	4%
Cc1cc(NC(=O)C(C)C)n(-c2nc3ccccc3s2)n1	0.2%	32%	3%	5%	7%
O=C(NCCc1ccccc1)c1ccc2c(c1)S(=O)(=O)N=C1CCCCCN12	2.6%	-2%	-15%	nt	-5%
COc1ccc(CCNc2nc(Cl)nc(NC(C)(C)CO)n2)cc1OC	i	-8%	4%	-3%	5%
CCC(C)(C)n1nnnc1C(c1ccc(N(C)C)cc1)N1CCN(C2CCCCC2)CC1 (centres undefined)	0.5%	nt	3%	nt	nt
CC(C)N=C(NC#N)SCc1ccccc1	0.0%	-13%	1%	1%	-14%
COC(=O)[C@H](NC(=O)c1cc(-c2ccccc2)nc2ccccc12)c1ccccc1	8.3%	16%	-3%	-9%	?
COc1ccccc1-c1noc(-c2ccco2)n1	6.1%	14%	-2%	-5%	-4%
Cc1ccc(N(CC(=O)N2CCN(c3ccccc3F)CC2)S(=O)(=O)c2c(C)noc2C)cc1	i	-5%	3%	-15%	1%

Compound activity from PubChem.
